High-throughput results: PubChem, National Center for Advancing Translational Sciences (NCATS)
BRCA1 expr up – increases BRCA1 expression | MCF7-BRCA1-FFLuc reporter, luminescence, 48 h; response scale: scaled: vehicle 0%, 10 µM genistein 100% | Potency, µM (titrated, usually from 46.1 µM), for the others: top-dose activation, usual class: activators | 1.1% of 380,000 active; also: nearly all actives have a fitted effect of over 80% in size; some results filed as inactive show a strong effect at the top dose
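Luminescence from a BRCA1-driven firefly luciferase in MCF7 cells was the read-out, taken 15 min after substrate addition following 48 h compound exposure at 37 °C. Data were normalized to a 10 microM genistein control and DMSO vehicle.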
uPA surface inh – cell surface uPA generation inhibition | 0.31% of 330,000 active | cell surface uPA generation assay, qHTS | Potency, µM (doses to about 38.3 µM), for inactives: at the highest dose activity change, negative = inhibition, hits mostly inhibitors; active = well fitted inhibition curve with a large enough effect; inconclusive = small, poorly fitted or top-dose-only effect; inactive = no such curve, though single readings can be large or run the other way; tested in mouse RAW 264.7 cells; also: % is scaled to controls: 0 for no effect and ±100 for the full control effect; nearly all actives have a fitted effect of over 55% in size
Gal4-VP16 FLuc – inhibits Gal4-VP16 luciferase reporter, ROR gamma counter-screen; 3.5% of 310,000 active; Potency, µM (doses to about 53.6 µM), for the others: at the highest dose activity, negative = inhibition, actives largely listed as inhibitors; AID 2546; Drosophila S2 Gal4-VP16 UAS-luciferase, luminescence, 20 h;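 also: Gal4-VP16 expression switched on by copper sulfate through the metallothionein promoter; % is scaled to controls: 0 for no effect and ±100 for the full control effect; nearly all actives have a fitted effect of over 50% in size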
RORgamma inh – ROR gamma (mouse) transcription inhibition; P51450; Drosophila S2 Gal4-RORgamma UAS-luciferase reporter, 20 h; Potency, µM (highest dose often 53.6 µM), without a hit: top-dose activity change, negative = inhibition, most hits filed as inhibitors; 5.4% of 310,000 active; AID 2551; also: % is scaled to controls: 0 for no effect and ±100 for the full control effect; nearly all actives have a fitted effect of over 60% in size
Target sequence (P51450 whole entry, looked up, the tested form may be a part): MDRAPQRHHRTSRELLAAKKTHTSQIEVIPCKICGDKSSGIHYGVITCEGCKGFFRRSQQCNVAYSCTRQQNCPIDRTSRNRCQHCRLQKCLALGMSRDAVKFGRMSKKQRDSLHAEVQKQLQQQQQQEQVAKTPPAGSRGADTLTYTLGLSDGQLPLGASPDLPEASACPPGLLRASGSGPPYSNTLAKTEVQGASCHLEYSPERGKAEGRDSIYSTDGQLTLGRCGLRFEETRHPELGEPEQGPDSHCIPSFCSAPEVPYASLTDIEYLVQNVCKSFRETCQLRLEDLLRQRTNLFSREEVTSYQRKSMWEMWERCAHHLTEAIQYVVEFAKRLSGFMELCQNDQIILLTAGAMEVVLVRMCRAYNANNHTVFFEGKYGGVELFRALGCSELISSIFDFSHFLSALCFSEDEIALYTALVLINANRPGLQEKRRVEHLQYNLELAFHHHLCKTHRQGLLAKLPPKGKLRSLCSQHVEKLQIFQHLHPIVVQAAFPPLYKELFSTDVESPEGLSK
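Stable Schneider cell line, Gal4 DNA-binding domain fused to ROR gamma, UAS-luciferase. Cmpd 1 hr RT → CuSO4 700 uM final → 20 hr RT → luciferase reagent 10 min → luminescence.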
Rab9 promoter act – activates the Rab9 promoter | Huh7 Rab9 promoter-luciferase reporter, luminescence, 24 h | Potency, µM (titrated, usually from 9.22 µM), for the others: at the top dose activation, negative = inhibition, actives largely listed as activators | 2.8% of 320,000 active; also: % of control where 0% means no effect; nearly all actives have a fitted effect of over 60% in size
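Using Huh7 cells stably transfected with Rab9 promoter–luciferase, compounds were incubated 24 h at 37 °C, 5% CO2; luciferase luminescence was read 10 min after reagent addition.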
NPC1 prom act – activators of NPC1 promoter; Huh7 NPC1 promoter luciferase reporter, 24 h; Potency, µM (highest dose often 9.22 µM), inactives show at the top dose activation, actives largely listed as activators; 2.4% of 320,000 active; AID 485313;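 also: % of control where 0% means no effect; nearly all actives have a fitted effect of over 60% in size; reporter is driven by a mutant NPC1 promoter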
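Compounds in DMSO were transferred onto Huh7 NPC1-luciferase reporter cells pre-incubated 2 h; after 24 h at 37 °C, Amplite reagent was dispensed and luminescence recorded 10 min later.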
FLuc counter – inhibits or activates purified firefly luciferase, miR-21 counter-screen; 6.9% of 360,000 active; P08659; purified FLuc, Km substrates, luminescence inhibition; Potency, µM (top dose mostly 57.5 µM), for the others: at the highest dose activity change, negative = inhibition, usual class: inhibitors;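 also: plate controls were vehicle for no effect and reference inhibitor for full effect; nearly all actives have a fitted effect of over 55% in size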
Target sequence (P08659 whole entry, looked up): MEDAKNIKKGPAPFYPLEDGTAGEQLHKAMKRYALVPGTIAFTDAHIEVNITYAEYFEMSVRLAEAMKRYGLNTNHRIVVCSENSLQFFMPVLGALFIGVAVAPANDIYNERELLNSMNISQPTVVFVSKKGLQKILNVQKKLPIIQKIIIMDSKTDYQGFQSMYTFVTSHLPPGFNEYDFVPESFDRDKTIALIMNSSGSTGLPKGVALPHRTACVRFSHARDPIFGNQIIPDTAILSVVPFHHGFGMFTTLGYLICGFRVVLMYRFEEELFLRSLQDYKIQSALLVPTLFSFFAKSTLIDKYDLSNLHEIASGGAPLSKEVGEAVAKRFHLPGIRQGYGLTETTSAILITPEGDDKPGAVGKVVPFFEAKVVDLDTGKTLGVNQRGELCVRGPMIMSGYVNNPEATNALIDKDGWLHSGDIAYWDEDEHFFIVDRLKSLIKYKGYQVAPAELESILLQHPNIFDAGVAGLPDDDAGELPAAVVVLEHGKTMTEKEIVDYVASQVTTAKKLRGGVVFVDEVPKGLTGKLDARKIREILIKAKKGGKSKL
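Biochemical qHTS of compounds, final roughly 60 µM downward over six points, against 10 nM purified firefly luciferase using Km concentrations of substrates (10 uM D-luciferin, 10 uM ATP) in Tris acetate pH 7.5 buffer; luminescence output.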
p53 reactivation – mutant p53 re-activation in reporter cells. 0.063% of 320,000 active. H1299 p53-A138V BP100-luciferase reporter, luminescence, 24 h. AID 504706. Potency, µM (doses to about 92.2 µM), without a hit: at the top dose activity change, positive = activation, actives largely listed as activators; also: % of control where 0% means no effect; nearly all actives have a fitted effect of over 45% in size
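p53-null H1299 cells stably carrying temperature-sensitive p53-A138V and a BP100-luciferase reporter were pinned with compounds (4-point, 1:5 series) and held 24 hrs at 37 deg C. Luminescence was read 10 min after detection reagent.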
MBNL1 CUG block – blocks human MBNL1 binding to CUG repeat RNA | Potency, µM (top dose mostly 57.5 µM), for inactives: top-dose activity change, negative = inhibition, hits mostly inhibitors | 0.036% of 280,000 active | Q9NR56 | TR-FRET MBNL1-His/biotin-(CUG)12 binding, 665/545 ratio; active = well fitted inhibition curve with a large enough effect in the signal ratio, with a control signal flat, not every such curve was filed as active; inconclusive = small, poorly fitted or top-dose-only effect, or effect the other way, or a change in a side signal; inactive = no such curve, though single readings can be large or run the other way; the % refers to the signal ratio; also: % is scaled to controls: 0 for no effect and ±100 for the full control effect
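Inhibition of protein-RNA binding appears as loss of TR-FRET between terbium anti-His antibody on MBNL1-His and streptavidin-XL665 on biotin-(CUG)12. Activity is normalized to buffer-only and uninhibited-complex controls.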
ELG1 genotoxic – inducers of genotoxicity in HEK293T ELG1-luciferase cells; 1.3% of 330,000 active; HEK293T ELG1-luciferase reporter, luminescence, 16 h; Potency, µM (highest dose often 46 µM), without a hit: at the highest dose activity change, positive = activation, hits mostly activators; also: % of control where 0% means no effect; nearly all actives have a fitted effect of over 60% in size
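DMSO vehicle served as control against compound-treated ELG1-luciferase HEK293T cells; exposure lasted 16 hr at 37 °C and 5% CO2, followed by ONE-Glo luminescence detection after 30 min.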
* hit, by the source's call. Unless noted, calls follow the shape of the dose curve; as a rule, active = well fitted curve in the direction sought with a large enough effect; inconclusive = small, poorly fitted or top-dose-only effect, or another doubt; inactive = no such curve, though single readings can be large; an effect the other way counts as inactive or inconclusive. Potency is read from the fitted curve at half-maximal effect.

What do the screens show for `Cc1nnc(SCC(=O)N(C)C2CCCCC2)n1C`?
BRCA1 expr up: 9%; uPA surface inh: 2%; Rab9 promoter act: -8%; NPC1 prom act: -3%; FLuc counter: -2%; p53 reactivation: 0%; ELG1 genotoxic: 1%

What do the screens show for `Cc1nc2nc(C)c(CCC(=O)Nc3ccc4c(c3)OCO4)c(C)n2n1`?
BRCA1 expr up: 3%; Gal4-VP16 FLuc: 0%; RORgamma inh: 21%; Rab9 promoter act: 8%; NPC1 prom act: -1%; FLuc counter: -1%; p53 reactivation: -15%; MBNL1 CUG block: -2%; ELG1 genotoxic: -1%

What do the screens show for `COc1ccc(OC)c(C2C(C#N)=C(N)Oc3cc(N)ccc32)c1` (stereo not given)?
BRCA1 expr up: -5%; uPA surface inh: -7%; Gal4-VP16 FLuc: 2%; RORgamma inh: 11%; Rab9 promoter act: -5%; NPC1 prom act: -5%; FLuc counter: 0%; p53 reactivation: -4%; MBNL1 CUG block: -9%; ELG1 genotoxic: -1%

How did COc1ccc(S(=O)(=O)NCc2ccc(F)cc2)cc1OC do in these assays?
BRCA1 expr up: -3%; uPA surface inh: -2%; Gal4-VP16 FLuc: -4%; RORgamma inh: -13%; Rab9 promoter act: -4%; NPC1 prom act: -1%; FLuc counter: 2%; p53 reactivation: 15%; MBNL1 CUG block: -3%; ELG1 genotoxic: 4%

How did COc1ccccc1-c1sc2cc3c(cc2c1-c1ccc(O)cc1)OCO3 do in these assays?
BRCA1 expr up: -6%; uPA surface inh: 12%; p53 reactivation: -2%; ELG1 genotoxic: 1%

What do the screens show for `Cc1noc(C)c1CSc1nnc(-c2cc(Cl)ccc2Cl)n1N`?
BRCA1 expr up: -36%; uPA surface inh: 2%; Gal4-VP16 FLuc: 1%; RORgamma inh: -24%; Rab9 promoter act: 2%; NPC1 prom act: -8%; FLuc counter: -1%; p53 reactivation: inconclusive; MBNL1 CUG block: 3%; ELG1 genotoxic: -3%

How did O=C1C(=O)N(Cc2ccco2)C(c2cccc(Cl)c2)/C1=C(\O)c1ccc2c(c1)OCCO2 (stereo not given) do in these assays?
BRCA1 expr up: 1%; uPA surface inh: -3%; Gal4-VP16 FLuc: -13%; RORgamma inh: -30%; Rab9 promoter act: 1%; NPC1 prom act: -5%; FLuc counter: 5%; p53 reactivation: 0%; MBNL1 CUG block: 30%; ELG1 genotoxic: 0%

Results for CN(C)CCNC(=O)Cc1ccc([N+](=O)[O-])cc1 ?
BRCA1 expr up: -1%; uPA surface inh: 4%; Gal4-VP16 FLuc: 0%; RORgamma inh: 5%; Rab9 promoter act: -1%; NPC1 prom act: -4%; FLuc counter: 4%; p53 reactivation: -3%; MBNL1 CUG block: 19%; ELG1 genotoxic: 3%

What do the screens show for `Cc1cccc(C2c3[nH]c4ccccc4c3CCN2C(=O)Cc2n[nH]c(C)n2)n1` (stereo not given)?
BRCA1 expr up: -1%; uPA surface inh: -5%; Gal4-VP16 FLuc: -7%; RORgamma inh: 10%; Rab9 promoter act: -4%; NPC1 prom act: -4%; FLuc counter: -4%; p53 reactivation: -1%; MBNL1 CUG block: 4%; ELG1 genotoxic: 1%

Results for COc1ccc(C(=O)n2nc(C)cc2Nc2ccccc2)cc1 ?
BRCA1 expr up: inconclusive; uPA surface inh: 4%; Gal4-VP16 FLuc: inconclusive; RORgamma inh: 28%; Rab9 promoter act: 27%; NPC1 prom act: 15%; FLuc counter: 11µM*; p53 reactivation: 17%; MBNL1 CUG block: 3%; ELG1 genotoxic: 23µM*

Results for O=C(CSc1nnc2ccccn12)Nc1ccc(N2CCOCC2)cc1 ?
BRCA1 expr up: -1%; uPA surface inh: -16%; p53 reactivation: 1%; ELG1 genotoxic: 0%

Results for CN(C1=NS(=O)(=O)c2ccccc21)c1ccc(OC(=O)c2ccncc2)cc1 ?
BRCA1 expr up: 0%; uPA surface inh: 25%; Gal4-VP16 FLuc: 0%; RORgamma inh: 19%; Rab9 promoter act: -2%; NPC1 prom act: -1%; FLuc counter: -2%; p53 reactivation: 0%; MBNL1 CUG block: 5%; ELG1 genotoxic: -7%

What do the screens show for `Cc1occc(=O)c1OC(=O)Nc1ccc(Cl)c(Cl)c1`?
BRCA1 expr up: -58%; uPA surface inh: -3%; Gal4-VP16 FLuc: inconclusive; RORgamma inh: inconclusive; Rab9 promoter act: -1%; NPC1 prom act: -1%; FLuc counter: -15%; p53 reactivation: 25%; MBNL1 CUG block: 8%; ELG1 genotoxic: -9%

Results for COc1ccc2nc(SC)cc(C)c2c1 ?
BRCA1 expr up: -19%; uPA surface inh: 8%; Gal4-VP16 FLuc: 1%; RORgamma inh: -2%; Rab9 promoter act: 0%; NPC1 prom act: 1%; FLuc counter: inconclusive; p53 reactivation: 2%; ELG1 genotoxic: 3%

What do the screens show for `FC(F)(F)c1cc(C(F)(F)F)n2nc(-c3sccc3-n3cccc3)cc2n1`?
BRCA1 expr up: -19%; Gal4-VP16 FLuc: -11%; RORgamma inh: 16%; Rab9 promoter act: 0%; NPC1 prom act: 2%; FLuc counter: -1%; p53 reactivation: 3%; MBNL1 CUG block: -18%; ELG1 genotoxic: -4%

How did O=c1c(-c2ccccc2)c(O)cc(-c2ccncc2)n1-c1ccc(Cl)cc1 do in these assays?
BRCA1 expr up: 0%; uPA surface inh: 3%; Gal4-VP16 FLuc: 3%; RORgamma inh: -10%; Rab9 promoter act: -7%; NPC1 prom act: -9%; FLuc counter: inconclusive; p53 reactivation: -4%; MBNL1 CUG block: 0%; ELG1 genotoxic: -3%

Results for NNc1nc2cccnc2n(CCNc2ncc(C(F)(F)F)cc2Cl)c1=O ?
BRCA1 expr up: 0%; uPA surface inh: -1%; Gal4-VP16 FLuc: 2%; RORgamma inh: 10µM*; Rab9 promoter act: inconclusive; NPC1 prom act: -2%; FLuc counter: -10%; p53 reactivation: 3%; ELG1 genotoxic: -3%

How did CC(=O)c1cc(-c2ccccc2)n(CCC(=O)NC2CCCC2)c1C do in these assays?
BRCA1 expr up: -10%; uPA surface inh: 0%; Gal4-VP16 FLuc: 11%; RORgamma inh: -19%; Rab9 promoter act: -2%; NPC1 prom act: -4%; FLuc counter: -3%; p53 reactivation: -4%; MBNL1 CUG block: -9%; ELG1 genotoxic: 2%

What do the screens show for `CCc1noc(C)c1C(=O)N1CCN(S(=O)(=O)c2cccc(C(F)(F)F)c2)CC1`?
BRCA1 expr up: 0%; uPA surface inh: -13%; Rab9 promoter act: 13%; NPC1 prom act: -1%; FLuc counter: 5%; p53 reactivation: 1%; ELG1 genotoxic: 3%

What do the screens show for `Cn1cnc2c1c(=O)n(Cc1ccc(F)cc1Cl)c(=O)n2C`?
BRCA1 expr up: -4%; uPA surface inh: 1%; Gal4-VP16 FLuc: -1%; RORgamma inh: -17%; Rab9 promoter act: 0%; NPC1 prom act: 0%; FLuc counter: -1%; p53 reactivation: 9%; MBNL1 CUG block: -7%; ELG1 genotoxic: 7%

Results for CCOc1ccccc1-n1c(=S)sc2c(=O)n(-c3ccc(F)cc3)c(SCC(=O)O)nc21 ?
BRCA1 expr up: 1%; uPA surface inh: -2%; Gal4-VP16 FLuc: -9%; RORgamma inh: 3%; Rab9 promoter act: -1%; NPC1 prom act: 1%; FLuc counter: 0%; p53 reactivation: 0%; MBNL1 CUG block: 6%; ELG1 genotoxic: -1%

How did CCOC(=O)C1(CC2CCCCO2)CCN(C(=O)Nc2ccc(C)c(C)c2)CC1 (stereo not given) do in these assays?
BRCA1 expr up: 67%; uPA surface inh: -4%; Gal4-VP16 FLuc: 26%; RORgamma inh: 24%; Rab9 promoter act: 8%; NPC1 prom act: 8%; FLuc counter: inconclusive; p53 reactivation: 6%; MBNL1 CUG block: -6%; ELG1 genotoxic: -2%

What do the screens show for `Cc1cccc(C(=O)O[C@H]2[C@H](C)NS(=O)(=O)[C@H]3CC4C=C[C@]23O4)c1`?
BRCA1 expr up: 8%; uPA surface inh: 25%; p53 reactivation: -1%; ELG1 genotoxic: 3%

What do the screens show for `O=C(/C=C/c1cccc(F)c1)OCC(=O)N1CCc2ccccc21`?
BRCA1 expr up: -8%; uPA surface inh: -12%; p53 reactivation: 7%; ELG1 genotoxic: -1%

What do the screens show for `CCOc1cc(/C=N/N=C(N)N)ccc1OCc1ccc(Cl)cc1`?
BRCA1 expr up: -83%; uPA surface inh: -41%; Gal4-VP16 FLuc: 8.9µM*; RORgamma inh: inconclusive; Rab9 promoter act: -5%; NPC1 prom act: -5%; FLuc counter: inconclusive; p53 reactivation: -21%; ELG1 genotoxic: 1%

Results for Cc1nnc(SCC(=O)NC2CC2)n1CCc1ccccc1 ?
BRCA1 expr up: -3%; uPA surface inh: 2%; Gal4-VP16 FLuc: 5%; RORgamma inh: -18%; Rab9 promoter act: -3%; NPC1 prom act: 1%; FLuc counter: 1%; p53 reactivation: 12%; MBNL1 CUG block: 4%; ELG1 genotoxic: 0%

Results for CC(C)COC(=O)Cn1cnc2ccc(Br)cc2c1=O ?
BRCA1 expr up: 23%; uPA surface inh: 0%; Gal4-VP16 FLuc: 12%; RORgamma inh: 4%; Rab9 promoter act: 0%; NPC1 prom act: 1%; FLuc counter: -8%; p53 reactivation: -3%; MBNL1 CUG block: -1%; ELG1 genotoxic: 13%

Random draw from the library (roughly 13% active in at least one column).
